Bioassay records as filed in PubChem BioAssay.
SMN2 splice enh: SMN2 splice variant enhancement. HEK293 SMN2-luciferase splicing reporter, luminescence, 30-36 h. Potency, µM (series often up to 46.1 µM), inactives show at the highest dose activity change, positive = activation, actives largely listed as activators. 2.8% of 210,000 active. AID 1458; note: % of control where 0% means no effect; nearly all actives have a fitted effect of over 55% in size
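HEK293 cells carry an SMN2 minigene-luciferase reporter in which exon 7 inclusion puts luciferase in frame. Cells were seeded at 2000 cells/well, attached for 10-12 hours, then exposed to compounds for 30-36 hours at 37C before ONE-Glo luminescence.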
GAA glycogen: alters human alpha-glucosidase cleavage of glycogen; P10253; recombinant GAA, glycogen substrate, Amplex Red glucose oxidase fluorescence; Potency, µM (titrated, usually from 76.4 µM), for inactives: top-dose activity change, negative = inhibition, usual class: inhibitors; 0.38% of 300,000 active;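 note: 0% = full enzyme reaction and -100% = no-enzyme basal signal; the screen sought inhibitors and activators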
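Recombinant human enzyme (4 nM); glycogen substrate; 37 C, 40 min, pH 5.0. Readout: coupled glucose oxidase/Amplex Red fluorescence.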
Starred values were filed as active, the others as inactive; ? = inconclusive; [ ] = remark or other dose. Calls come from the whole dose curve; as a rule, active = well fitted curve in the direction sought with a large enough effect; inconclusive = small, poorly fitted or top-dose-only effect, or another doubt; inactive = no such curve, though single readings can be large; an effect the other way counts as inactive or inconclusive. Potency is the fitted concentration of half-maximal effect. Only part of the results is shown; rates above refer to the full screens.

SMILES | SMN2 splice enh | GAA glycogen
CCOc1ccc(Nc2c(S(=O)(=O)c3ccccc3)cnc3ccccc23)cc1 | -36%[inhibitor] | -19%[76.3 µM]
COc1ccc(-c2nc(CS(=O)CC(=O)NCCc3ccc(Cl)cc3)c(C)o2)cc1OC (configuration not stated) | -11% | -5%[76.3 µM]
CCCCN(C)CCCNC(=O)c1ccc2nc(N3CCCCC3)sc2c1 | 15% | 12%[76.3 µM]
CCc1ccc(OC(C)c2nc(-c3ccc(-n4cccc4)cc3)no2)cc1 (configuration not stated) | -5% | -6%[76.3 µM]
Cc1ccccc1OCC(=O)Nc1c(C(=O)Nc2ccccc2F)oc2ccccc12 | 13% | -16%[76.3 µM]
COc1cccc(C2=NN(C(C)=O)C(c3cn(-c4ccccc4)nc3-c3cccs3)C2)c1 (configuration not stated) | 17% | 16%[76.3 µM]
CCCN(CCC)CCNC(=O)C1CCN(c2nc3ccc(CC)cc3s2)CC1 | 24% | 13%[76.3 µM]
COc1ccc(OC)c(CCNC(=O)c2cc3c(=O)oc4ccc(C)cc4c3s2)c1 | -1% | 15%[76.3 µM]
COc1ccc2oc(-c3ccc(C)c(NC(=O)c4ccc(-c5ccccc5[N+](=O)[O-])o4)c3)nc2c1 | 6% | 10%[76.3 µM]
COc1ccc(NC(=O)c2ccco2)cc1NC(=O)c1cc(OC)c(OC)c(OC)c1 | 8% | -1%[76.3 µM]
Cc1ccccc1Cn1c2ccccc2c2cnn(CC(=O)NC3CCC(C)CC3)c(=O)c21 (configuration not stated) | -2% | 8%[76.3 µM]
Cn1c(C(=O)NCc2ccccc2Cl)cc2sc(Cl)cc21 | 28µM* | -9%[76.3 µM]
COc1ccccc1N1CCN(S(=O)(=O)c2ccc3c(c2)oc(=O)n3C)CC1 | -11% | 2%
Cc1cc(F)ccc1NC(=O)c1sc2nc(-c3cccs3)ccc2c1N | 10µM* | 13%[76.3 µM]
Cc1ccc2c(c1)-c1nc(-c3ccc4c(c3)NC(=O)CO4)cc(-c3ccccc3)c1CO2 | -2% | 12%[76.3 µM]
Cc1ccc2oc(=O)c3cnn(CC(=O)N4CCN(c5cc(Cl)ccc5C)CC4)c3c2c1 | -16% | 11%[76.3 µM]
COc1ccc(S(=O)(=O)N2CCC(Oc3ccc(-n4cnnn4)cc3)CC2)cc1OC | -20% | 7%[76.3 µM]
CCOc1ccc(OCC)c(NC(=O)c2csc3c2CCCC3)c1 | 19% | -16%[76.3 µM]
COC(=O)c1ccccc1NC(=O)CSc1nc(-c2ccccc2)cc(C(F)(F)F)n1 | 3% | 7%[76.3 µM]
O=C(Nc1cc(-c2nc3ccccc3o2)ccc1Cl)c1sc2c([N+](=O)[O-])cccc2c1Cl | -7% | -4%[76.3 µM]
O=C(Nc1cccc2cccnc12)c1cccc2c(Br)cccc12 | 2% | 11%[76.3 µM]
CCc1nn(CC(=O)NCCc2ccc(Cl)cc2)c(=O)c2cc3ccccc3n12 | 20% | 1%[76.3 µM]
COc1cccc(NC(=O)CCSc2nc(-c3ccco3)cc(C(F)(F)F)n2)c1 | -25% | 6%[76.3 µM]
CCOc1ccccc1NC(=O)C1CCN(S(=O)(=O)c2cccs2)CC1 | 12% | 8%[76.3 µM]
Cc1ccc(S(=O)(=O)c2nc(-c3ccc(F)cc3)oc2SCC(=O)c2ccccc2)cc1 | 9% | 8%[76.3 µM]

Entries of single compounds, looked up by structure.
Results for Cc1ccc2oc(=O)c3cnn(CC(=O)N4CCN(c5cc(Cl)ccc5C)CC4)c3c2c1 → SMN2 splice enh: -16%; GAA glycogen: 11%[76.3 µM]
Results for CCOc1ccccc1NC(=O)C1CCN(S(=O)(=O)c2cccs2)CC1 → SMN2 splice enh: 12%; GAA glycogen: 8%[76.3 µM]
Results for Cn1c(C(=O)NCc2ccccc2Cl)cc2sc(Cl)cc21 → SMN2 splice enh: 28µM*; GAA glycogen: -9%[76.3 µM]

The listing picks up, starting six compounds before the break.
SMILES | SMN2 splice enh | GAA glycogen
O=C(Nc1cc(-c2nc3ccccc3o2)ccc1Cl)c1sc2c([N+](=O)[O-])cccc2c1Cl | -7% | -4%[76.3 µM]
O=C(Nc1cccc2cccnc12)c1cccc2c(Br)cccc12 | 2% | 11%[76.3 µM]
CCc1nn(CC(=O)NCCc2ccc(Cl)cc2)c(=O)c2cc3ccccc3n12 | 20% | 1%[76.3 µM]
COc1cccc(NC(=O)CCSc2nc(-c3ccco3)cc(C(F)(F)F)n2)c1 | -25% | 6%[76.3 µM]
CCOc1ccccc1NC(=O)C1CCN(S(=O)(=O)c2cccs2)CC1 | 12% | 8%[76.3 µM]
Cc1ccc(S(=O)(=O)c2nc(-c3ccc(F)cc3)oc2SCC(=O)c2ccccc2)cc1 | 9% | 8%[76.3 µM]
CCc1ccc(-n2c(=O)c3sc4ccccc4c3n(CC(=O)NC3CCCCC3)c2=O)cc1 | 7% | 9%[76.3 µM]
Cc1ccc(-c2nc3ccccn3c2Nc2ccc3c(c2)OCCO3)s1 | 30% | ?
CCc1ccccc1NC(=O)CSc1nc2c(oc3ccccc32)c(=O)n1C | -9% | -3%[76.3 µM]
Cc1c(C(=O)OCCOc2ccccc2)[nH]c2c1C(=O)CC(c1ccccc1Cl)C2 (configuration not stated) | -33%[inhibitor] | 10%[76.3 µM]
CCc1ccc(-n2nc(CO)c(C(=O)NCCCCc3ccccc3)n2)cc1 | 5% | 14%[76.3 µM]
CCN(CC)S(=O)(=O)c1ccc2oc(C(=O)N(C)Cc3ccccc3)c(C)c2c1 | -14% | 2%[76.3 µM]
CCCCN(CC)CCNC(=O)c1cn(CCOC)c(=O)c2c1c1ccccc1n2C | -18% | 4%
Cc1ccc(C)c(Cn2c(CCCNC(=O)C3CCCCC3)nc3ccccc32)c1 | -2% | -2%[76.3 µM]
COc1ccc(S(=O)(=O)N2CCC(c3nnc(-c4ccccc4C)o3)CC2)c(OC)c1 | -27% | -6%[76.3 µM]
CCN(CC)CCn1c(=N)n(CCOc2ccccc2Cl)c2ccccc21 | -5% | 10%[76.3 µM]
COC(=O)c1ccccc1NC(=O)c1ccc2c(=O)n3c(nc2c1)CCCCC3 | 0% | 19%[76.3 µM]
Cc1cccc(C2CC(=O)Nc3cc4c(cc32)OCO4)c1 (configuration not stated) | -22% | 4%[76.3 µM]
CCCCN1C(=O)c2[nH]nc(-c3ccccc3O)c2C1c1cc(Br)c(O)c(OC)c1 (configuration not stated) | 17% | -5%[76.3 µM]
COc1ccc2c(c1)c(CC(=O)Nc1cc(C)cc(C)c1)c(C)n2C(=O)c1ccc(Cl)cc1 | 2% | 4%[76.3 µM]
CCN(CC)C(=O)c1c(-c2ccccc2)c(-c2ccccc2)nn(CC)c1=O | ? | -11%[76.3 µM]
CN(CC(=O)Nc1ccccc1F)S(=O)(=O)c1ccc2c(c1)c(=O)n(C)c(=O)n2C | 4% | 15%[76.3 µM]
Cc1ccc(-n2nc(CO)c(C(=O)NCCCCc3ccccc3)n2)cc1C | 9% | -6%[76.3 µM]
CCc1ccc(C2c3c(-c4ccccc4O)n[nH]c3C(=O)N2Cc2cccnc2)cc1 (configuration not stated) | 3% | -4%[76.3 µM]
CC(C)(C)c1ccc(S(=O)(=O)c2cnc(SCC(=O)Nc3ccc4c(c3)OCCO4)[nH]c2=O)cc1 | 5% | -17%[76.3 µM]
CCOC(=O)c1c(NC(C)=O)c2c3c(sc2n1Cc1nc(-c2ccccc2OCC)oc1C)CCCC3 | 2% | -2%[76.3 µM]
Cc1ccc(OCC(=O)Nc2ccc(-c3nc4ccc(C)cc4o3)cc2)cc1 | 0.63µM* | 9%[76.3 µM]
CN1CCN(C(=O)Cn2ncc3c4ccccc4n(Cc4ccc(Cl)cc4)c3c2=O)CC1 | -20% | -4%[76.3 µM]
COc1ccc(NC(=O)Cn2c(=O)n(CCCC(=O)NCCc3ccc(C)cc3)c(=O)c3ccccc32)cc1Cl | -2% | 12%[76.3 µM]
COc1ccc(-n2c(CC3C(=O)N(C)c4ccc(C)cc43)nc3ccccc3c2=O)cc1 (configuration not stated) | 4% | -11%[76.3 µM]
CCCc1nnc(NC(=O)c2cc(=O)c3ccccc3o2)s1 | 3% | -9%[76.3 µM]

Random excerpt: 3 compounds from above
SMILES | SMN2 splice enh | GAA glycogen
CCN(CC)S(=O)(=O)c1ccc2oc(C(=O)N(C)Cc3ccccc3)c(C)c2c1 | -14% | 2%[76.3 µM]
CN1CCN(C(=O)Cn2ncc3c4ccccc4n(Cc4ccc(Cl)cc4)c3c2=O)CC1 | -20% | -4%[76.3 µM]
CC(C)(C)c1ccc(S(=O)(=O)c2cnc(SCC(=O)Nc3ccc4c(c3)OCCO4)[nH]c2=O)cc1 | 5% | -17%[76.3 µM]

Other entries:
SMILES | SMN2 splice enh | GAA glycogen
Cc1noc(C)c1S(=O)(=O)N(CC(=O)NCCc1ccc(Cl)cc1)c1ccc(C(C)C)cc1 | 4% | 13%[76.3 µM]
CCOC(=O)C1=C(CN2CCN(c3ccccc3OC)CC2)NC(=O)NC1c1ccccc1 (configuration not stated) | -13% | 12%[76.3 µM]
COc1cccc(-c2nn(C)c3sc(C(=O)NCc4cc(OC)ccc4OC)cc23)c1 | 0% | -15%[76.3 µM]
Cc1ccc(S(=O)(=O)Nc2cc3c(C(=O)OCc4ccccc4)c(C)oc3c3ccccc23)c(C)c1 | 6% | -13%[76.3 µM]
CCOc1ccc2nc(NC(=O)c3nc(SCc4ccccc4F)ncc3Cl)sc2c1 | 3% | 15%[76.3 µM]
Cc1cccc(N2CCN(c3nc4ccccc4c4nnc(C)n34)CC2)c1C | 11% | -4%[76.3 µM]
COc1ccc2c(c1)c(CC(=O)Nc1c(C)cccc1C)c(C)n2C(=O)c1ccc(Cl)cc1 | 3% | -12%[76.3 µM]
Cc1ccc(C(=O)c2oc3ccccc3c2NC(=O)c2cc(=O)c3ccccc3o2)cc1 | 3% | -2%[76.3 µM]
COc1cc(C(=O)N(Cc2ccc(F)cc2)Cc2ccco2)cc(OC)c1OC | -3% | 5%[76.3 µM]
CC(=O)c1cccc(NC(=O)c2noc3c2CCCC3)c1 | 2.8µM* | -2%[76.3 µM]
CCOC(=O)N1CCC(NC(=O)c2ccc3c(c2)N(Cc2ccc(Cl)cc2)C(=O)c2ccccc2S3=O)CC1 (configuration not stated) | -13% | 4%[76.3 µM]
CCC(=O)N1CCc2cc(S(=O)(=O)NCCC(=O)Nc3ccc(N(CC)CC)cc3C)ccc21 | -10% | 17%[76.3 µM]
Cc1ccc(C)c(CN2C(=O)c3ccccc3S(=O)c3ccc(C(=O)N4CCCCC4)cc32)c1 (configuration not stated) | -31%[inhibitor] | -9%[76.3 µM]
Cn1c(NCc2cccc(Cl)c2)nc2ccccc21 | 8% | -3%[76.3 µM]
O=C(NCc1ccc(Cl)cc1)c1cc2c(s1)-c1ccccc1SC2 | -11% | -15%[76.3 µM]
COc1ccc(Nc2ncc(C(=O)Nc3cc(C)ccc3OC)c3ccccc23)cc1 | 4% | 2%[76.3 µM]
CCN(CCCNC(=O)c1nn(-c2ccc(OC)cc2)c(=O)c2c1c1ccccc1n2C)c1ccccc1 | 3% | 14%[76.3 µM]
O=C(Cn1c(=O)n(-c2ccccc2)c(=O)c2c3c(sc21)CCC3)c1ccc(Br)cc1 | 4% | 15%[76.3 µM]
Cc1cccn2c(=O)c3cc(C(=O)NCC(C)C)sc3nc12 | 6% | -1%
OC(c1ccccc1)c1nc2ccccc2n1Cc1c(F)cccc1Cl (configuration not stated) | 9% | -8%[76.3 µM]
CC(NC(=O)c1ccc(F)cc1)c1nc2ccccc2[nH]1 (configuration not stated) | -1% | 10%[76.3 µM]
Cc1ccc2oc(=O)c(S(=O)(=O)c3ccc(F)cc3)cc2c1 | -1% | 20%[76.3 µM]
CCOc1ccc(NC(=O)Cn2cc(C(=O)c3ccc(F)cc3)c(=O)c3cc4c(cc32)OCO4)cc1 | -13% | 8%[76.3 µM]
Cc1nc2c(c(C)c1CCC(=O)NCc1ccccc1)c(=O)n(C)c(=O)n2C | ? | -1%[76.3 µM]
O=C(c1ccc(CSc2nc3ccncc3n2Cc2cccc(F)c2)cc1)N1CCCCCC1 | -16% | 2%[76.3 µM]
CCc1ccc(Nc2nc3ccccc3nc2NS(=O)(=O)c2ccccc2)cc1 | -2% | -4%[76.3 µM]
